Assay outcomes as filed in PubChem.
hcGAS inh – Primary biochemical luminescence assay for human cyclic GMP-AMP synthase inhibitors; Q8N884; inhibition, % at 12.5 µM; recombinant h-cGAS, ATP depletion, Kinase-Glo luminescence; 290,000 compounds, 0.081% hits;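 also: 0% = vehicle reaction and 100% = reaction without DNA for no activity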
Target sequence (Q8N884 whole entry, looked up): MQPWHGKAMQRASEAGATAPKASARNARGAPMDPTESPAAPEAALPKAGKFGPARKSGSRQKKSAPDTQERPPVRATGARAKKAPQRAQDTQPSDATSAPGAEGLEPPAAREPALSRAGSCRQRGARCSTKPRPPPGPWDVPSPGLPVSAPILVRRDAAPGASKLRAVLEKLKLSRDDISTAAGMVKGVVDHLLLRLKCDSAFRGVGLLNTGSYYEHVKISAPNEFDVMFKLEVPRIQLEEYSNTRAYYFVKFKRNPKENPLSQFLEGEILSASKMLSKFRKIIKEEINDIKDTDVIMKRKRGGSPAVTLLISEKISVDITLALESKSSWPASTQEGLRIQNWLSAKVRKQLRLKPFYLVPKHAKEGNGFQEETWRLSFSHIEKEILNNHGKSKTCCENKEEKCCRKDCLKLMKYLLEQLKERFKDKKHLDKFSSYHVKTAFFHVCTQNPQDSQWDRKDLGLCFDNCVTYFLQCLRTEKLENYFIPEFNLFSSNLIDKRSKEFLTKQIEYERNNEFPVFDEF
mcGAS inh – cyclic GMP-AMP synthase inhibitors, mouse, primary biochemical chemiluminescence | Q8C6L5 | recombinant cGAS, Kinase-Glo ATP depletion luminescence | inhibition, % at 12.5 µM | 160,000 compounds, 0.15% hits;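 also: 0% = negative control wells and 100% = reference inhibitor with no enzyme activity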
NPYLR7 ag – agonists of mosquito NPYLR7 receptor, primary screen, cell-based, Aedes aegypti, calcium fluorescence, mosquito biting behavior; 270,000 compounds, 0.15% hits; activation, % at 10 µM; AID 1259423, 2018; HEK293T NPYLR7/Galpha15, GCaMP6s calcium fluorescence; in the data active = activation above about 40%;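 also: 0% = vehicle and 100% = reference agonist at the receptor; some compounds past the cut are filed as inactive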
Active calls of the source: *; x = no result given; & = joins results of further samples. Rule as the data show it, unless noted: active = inhibition above about 40%; inactive = the rest.

SMILES	hcGAS inh	mcGAS inh	NPYLR7 ag
CCOCCNC(=O)c1cccnc1N(C)C	8	6	3
CCC1=NOC(Cn2cnc(-c3ccccc3)c2-c2ncnn2CC)C1 (stereo not drawn)	-9	x	11
O=C(O)CN1C(=O)/C(=C\c2cccc(C(F)(F)F)c2)SC1=S	-2	0	2
CCOC(=O)c1c(C)[nH]c(C(=O)C(=O)N2CCN(C(=O)c3ccco3)CC2)c1-c1ccccc1	-5	x	8
CCCc1nc(N2CCCN(C(=O)CCC3CCCC3)CC2)c2c(-c3cccc(C(F)(F)F)c3)noc2n1	-1	-4	14
Fc1ccc(C2(c3noc(CCc4nc(Cl)n[nH]4)n3)CCOC2)cc1 (stereo not drawn)	-6	-18	16
COc1cccc(C(=O)c2c[nH]c3ncccc23)c1	-5	x	-1
COc1cc(CO)ccc1Oc1c(-c2ccccc2)c2ccccc2[nH]c1=O	-9	x	-1
CNC(=O)CSc1cn(CC(=O)N2CCCC2)c2ccccc12	-5	-6	-5
O=C(NC(N1CCCC1=O)(C(F)(F)F)C(F)(F)F)c1ccco1	-3	x	-1
CN(C)C(=O)c1ccc(-c2cccc(Cl)c2)s1	2	-4	16
CN1CCCC1CCNC(=O)c1cc(CN2CCC(O)CC2)on1 (stereo not drawn)	-16	-7	x
COc1ccccc1OCCN1C(=O)C2(SC(NC(C)=O)=NN2C(C)=O)c2cc(Cl)ccc21 (stereo not drawn)	-3	-6	1
COCCC1CCCCN1Cc1ccc(S(C)(=O)=O)cc1 (stereo not drawn)	-6	-9	-5
Cc1cc(C(=O)NC(CC(C)C)c2ncnn2C)ccc1F (stereo not drawn)	-3	x	0
C=C(C)Cn1c(C2CC(=O)N(c3ccccc3C)C2)nc2ccccc21 (stereo not drawn)	-6	x	-2
CCCCCN(CC(=O)Nc1cc(C(C)(C)C)nn1-c1ccccc1C)C(=O)c1ccccc1OC	-6	-3	-6
Clc1ccc2nc(CN3CCCC3c3nccs3)nc(N3CCOCC3)c2c1 (stereo not drawn)	-5	x	20
COc1cccc(-c2ccccc2NC(=O)C2CCN(CC3CC=CCC3)CC2)c1 (stereo not drawn)	-8&-3	-9	13&5
COc1ccc(/C=C2\SC(=Nc3cc(C)cc(C)c3)NC2=O)c(C)c1	-7	-5	-1

Another view of 4 compounds above.
CN(C)C(=O)c1ccc(-c2cccc(Cl)c2)s1
- hcGAS inh: 2
- mcGAS inh: -4
- NPYLR7 ag: 16
COc1cccc(-c2ccccc2NC(=O)C2CCN(CC3CC=CCC3)CC2)c1 (stereo not drawn)
- hcGAS inh: -8&-3
- mcGAS inh: -9
- NPYLR7 ag: 13&5
CN1CCCC1CCNC(=O)c1cc(CN2CCC(O)CC2)on1 (stereo not drawn)
- hcGAS inh: -16
- mcGAS inh: -7
- NPYLR7 ag: x
CNC(=O)CSc1cn(CC(=O)N2CCCC2)c2ccccc12
- hcGAS inh: -5
- mcGAS inh: -6
- NPYLR7 ag: -5

More compounds follow:
SMILES	hcGAS inh	mcGAS inh	NPYLR7 ag
CN(CCc1cnn(C)c1)Cc1cn(C)nc1-c1ccc(C2CCCCC2)cc1	-9	x	0
COCCN1CC(C(=O)NCCC2=CCCCC2)CCC1=O (stereo not drawn)	-7	x	2
COc1ccc(S(=O)(=O)N2CCN(C(=O)c3cc4ccoc4n3Cc3ccccc3C)CC2C)cc1 (stereo not drawn)	3	1	1
CCC(C)N(CC(=O)O)S(=O)(=O)c1cccnc1Cl (stereo not drawn)	-8	x	-3
Cc1ccc(-c2nnc(Nc3ccc(F)cc3)c3ccccc23)cc1S(=O)(=O)NC(C)C	-6	x	-17
Cc1ccc2nc(NC(=O)COc3ccc(Cl)cc3Cl)sc2c1	-6	-7	1
CO[C@@H]1CC[C@@]2(OC)CCN(C(=O)c3n[nH]c4c3CN(C)CC4)[C@H]2C1	-9	-6	x
COCc1cc(NCc2c(C)noc2C)nc(C(C)(C)C)n1	-10	x	9
C=CCn1cc(CN2CCN(Cc3ccc4c(c3)OCO4)C(=O)C2)c(C)n1	1	x	-13
CN(CCCN1CC2(CCN(C(=O)CO)CC2)OC1=O)C1CCCCC1	-16	-7	x
CCC(C)(C)C1CCC2(CC1)NC(=O)N(CC(=O)c1ccccc1)C2=O (stereo not drawn)	-8	x	3
CCOC(=O)C1=C(C)NC(=O)C(C#N)C1c1ccc([N+](=O)[O-])cc1 (stereo not drawn)	-1	x	-5
Cc1[nH]n(-c2ccccc2)c(=O)c1N=Nc1ccccc1C(=O)N1CCCCCC1	-8	x	-2
COC(=O)c1cccc2c1CN(CC(=O)Nc1cccc(C#N)c1)CC2	5	x	-1
CCCn1c(=O)[nH]c(=O)c2cc(C(=O)N3CCc4ccccc43)cnc21	-15	x	1
COCCCn1c(SC(C)C(=O)Nc2cc(OC)cc(OC)c2)nc2ccccc2c1=O (stereo not drawn)	-5	-7	-1
O=C(CSc1nnc(-c2ccco2)n1-c1ccc(F)cc1)OCc1ccccc1	-4	-4	x
CC(C#N)Sc1nnc(Cc2cccs2)n1C1CC1 (stereo not drawn)	0	-5	-1
COc1cccc(Oc2cc(N3CCN(S(=O)(=O)c4ccc(Cl)cc4)CC3)ncn2)c1	-7	-8	6
Cc1nc(C(C)C)sc1CNC(=O)c1cn(CC2CCCNC2)nn1 (stereo not drawn)	-8	x	4
N#CC1C(=N)SC(=N)C(C#N)C1c1cccc(O)c1 (stereo not drawn)	65*	58*	51*
O=C(c1ccccc1C1CCNC1)N1CCc2[nH]nc(C3CCC3)c2C1 (stereo not drawn)	-9	x	-3
CC(=O)N1CCSC12C(=O)N(Cc1cccc(F)c1)c1ccc(F)cc12 (stereo not drawn)	-1	-4	10
Cc1ccccc1-n1c(SCc2nc(C(=O)NCCc3ccccn3)cs2)nnc1-c1ccncc1	-9	-5	-1
C(=NNc1nncc2ccccc12)c1ccc(N2CCOCC2)s1	-12	x	5
CC(C)CCN(CC(=O)N(Cc1cccn1Cc1ccccc1)C1CCCCC1)C(=O)C(C)(C)CCl	-4	-5	-7
COc1cccc(C(=O)N=c2sc(C)c(C)n2CC(=O)N2CCCC2)c1	-5	-4	x
O=C(NC1CC1)c1ccccc1COc1ccccc1	-9	-6	6
CCOC(=O)C1(C)CCN1C(=O)c1ccc(C(C)(C)C)cc1 (stereo not drawn)	-11	-5	1
O=C(NCC1CCCN(S(=O)(=O)c2ccc3c(c2)OCCO3)C1)c1cccs1 (stereo not drawn)	-4	x	13
Cc1ccc(NC(=O)N2CCSC2c2ccc3c(c2)OCO3)cc1C (stereo not drawn)	-5	-5	-2
Cc1ccc(C(Cn2c(=S)[nH]c3ccccc3c2=O)N2CCOCC2)o1 (stereo not drawn)	8	-6	1
CCc1ccc(C)[n+](Cc2ccc(Cl)c(Cl)c2)c1	-5	x	17
OC1(c2ccccc2)CCN(Cc2cnc3c(-c4ccccc4)cnn3c2)CC1	-1	x	-5
Cn1ncc(Oc2ccc(F)cc2F)c(Nc2cccc(C(=O)NCc3ccco3)c2)c1=O	-9	-5	4
COCc1[nH]n(-c2ccc(Cl)cc2)c(=O)c1C1=C(N2CCN(C)CC2)C(=O)N(C2CCCCC2)C1=O	-1	-6	0
CCOc1ccc(SCC(=O)NC2CCS(=O)(=O)C2)cc1 (stereo not drawn)	1	-9	6
CCS(=O)(=O)c1ccc(CC(=O)N(CCn2cccn2)c2nc3c(Cl)cccc3s2)cc1	-2	-9	-11
Cc1ccc(-n2c(SCC(=O)N3CCCC3)nc3c([nH]c4ccccc43)c2=O)cc1	-11	-9	3
COc1ccc(OCC2CN(C(=O)CCCNC(=O)OCc3ccccc3)CCO2)cc1 (stereo not drawn)	-5	x	6
COCCN(C)c1ncnc(N2CCC(C)CC2)c1N	-10	x	19
Cc1cc(=O)n2c(n1)SCC2CC(=O)NCc1ccccc1Cl (stereo not drawn)	-3	x	-6
CCCc1cc(C(=O)N2CCC(Cc3cccc(C(=O)O)c3)CC2)n(C)n1	-5	-6	2
Cc1cc2c(=O)n(C)c(SCC(=O)N3CCN(c4ccccc4)CC3)nc2s1	-8	x	-7
CCc1cccc2c(C(CC(=O)NCCCN3CCOCC3)c3ccc(C)cc3)c[nH]c12 (stereo not drawn)	-7	-6	x
O=[N+]([O-])c1cc2c(cc1C=NNc1nncc3ccccc13)OCO2	-2	-6	2
CCc1noc(-c2ccc(C)c(NC(=O)NCc3ncnn3C)c2)n1	-8	x	3
CNC(=O)NC(=O)C(Nc1ccc(OC)c(OC)c1)c1ccccc1 (stereo not drawn)	-3	0	-5
NC(=O)c1ccccc1OCc1cccc(C(=O)NC2=NCCS2)c1	-8	-17	8
CC(=O)c1cc(Cl)sc1Cl	-2	-9	5

Already shown: 2 of the compounds above.
SMILES	hcGAS inh	mcGAS inh	NPYLR7 ag
CCCc1cc(C(=O)N2CCC(Cc3cccc(C(=O)O)c3)CC2)n(C)n1	-5	-6	2
Cc1cc2c(=O)n(C)c(SCC(=O)N3CCN(c4ccccc4)CC3)nc2s1	-8	x	-7

The list goes on:
SMILES	hcGAS inh	mcGAS inh	NPYLR7 ag
CC(C)N(Cc1nccn1Cc1ccc(Cl)cc1Cl)C(=O)C1CCCC1	-5	-6	-1
CCOC(=O)c1sc2nc3n(c(=O)c2c1C)CCC3	-11	x	2
CCOC(=O)c1cccc(NC(=O)NC/C=C(\C)CCC=C(C)C)c1	-5	-4	-8
Cc1nccn1CCC(NC(=O)Cn1nnnc1CN1CCCC1)c1ccccc1 (stereo not drawn)	-12	x	-1
CC1(C)OC(c2ccccc2)=C/C(=C/C/C=C2/C=C(c3ccccc3)OC(C)(C)O2)O1	-8	x	9
CCOC(=NCCN(C)C)NC(=O)c1ccc(C)cc1	-5	-6	13
COCc1c(C(=O)N(C)C2Cc3ccccc3C2)noc1C	-6	x	-9
Cc1cccc(OC2CCN(C(=O)CN3CC(C)CC3=O)CC2)c1 (stereo not drawn)	0	x	5
CCCN(CC(=O)Nc1cc(-c2ccccc2)nn1-c1ccc(C)cc1C)C(=O)Nc1cccc(OC)c1	-14	-7	-3
Cc1cc(CNCCCN2CCCCC2C)c(C)n1-c1ccnn1C(C)C (stereo not drawn)	-8	x	-1
CCCCNC(=O)C1CCC(Cn2c(=O)c3sccc3n(Cc3ccccc3F)c2=O)CC1 (stereo not drawn)	-4	-7	-1

Arranged by molar mass (largest number first): 5 of the compounds above.
SMILES	hcGAS inh	mcGAS inh	NPYLR7 ag
CCCCNC(=O)C1CCC(Cn2c(=O)c3sccc3n(Cc3ccccc3F)c2=O)CC1 (stereo not drawn)	-4	-7	-1
CC1(C)OC(c2ccccc2)=C/C(=C/C/C=C2/C=C(c3ccccc3)OC(C)(C)O2)O1	-8	x	9
CC(C)N(Cc1nccn1Cc1ccc(Cl)cc1Cl)C(=O)C1CCCC1	-5	-6	-1
CCOC(=O)c1cccc(NC(=O)NC/C=C(\C)CCC=C(C)C)c1	-5	-4	-8
Cc1cccc(OC2CCN(C(=O)CN3CC(C)CC3=O)CC2)c1 (stereo not drawn)	0	x	5
